Compound activity: PubChem, National Center for Advancing Translational Sciences (NCATS)
A549 viability: counter-screen for Nrf2 inhibitors: cytotoxicity in A549 cells; A549 ARE-Fluc cells, CellTiter-Fluor viability, 18-24 h; Potency, µM (doses to about 46 µM), for the others: top-dose activity change, negative = cytotoxicity, actives largely listed as inhibitors; 0.16% of 390,000 active; note: potency is the fitted concentration of half-maximal effect; % is set by controls: 0 for no effect and ±100 for the full control effect
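A549 ARE_Fluc cells in 5% FBS OPTI-MEM were exposed to compounds in concentration-response for 18-24 h at 37 deg C. Viability was read by CellTiter-Fluor fluorescence (Ex 405/Em 525) after 30 min, before the luciferase read.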
TGFb inhibitor: TGF-b pathway inhibition; HepG2 CAGA-GFP TGF-b/SMAD3 reporter, GFP fluorescence, 18 h; TGF-beta stimulated, 500 pg/mL final; Potency, µM (doses to about 46.1 µM), for inactives: at the highest dose activity, negative = inhibition, most hits filed as inhibitors; 1.2% of 410,000 active; note: potency is the fitted concentration of half-maximal effect; % is set by controls: 0 for no effect and ±100 for the full control effect; nearly all actives have a fitted effect of over 65% in size
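HEPG2 CAGA-GFP cells (1000/well, DMEM with 1% FBS) were pre-incubated 2 h at 37 degrees C, given compound by pin tool, then stimulated with TGF-beta at 500 pg/mL final for 18 h before per-cell GFP fluorescence imaging.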
Nrf2 block: inhibitors of Nrf2 signaling; A549 ARE-Fluc reporter, luciferase luminescence, 18-24 h; 2.1% of 360,000 active; Potency, µM (series often up to 46 µM), without a hit: at the top dose activity change, negative = inhibition, hits mostly inhibitors; note: potency is the fitted concentration of half-maximal effect; % is set by controls: 0 for no effect and ±100 for the full control effect; nearly all actives have a fitted effect of over 60% in size
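Reporter: ARE-Fluc in A549. Exposure: 18-24 h, 37 °C, 5% CO2, 5% FBS OPTI-MEM. Readouts: fluorescent cytotoxicity (CellTiter-Fluor), then luminescent Nrf2 signal after BugLite.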
ATXN2 expr inh: inhibitors of ATXN2 expression | 0.72% of 360,000 active | HEK-293 ATXN2-luciferase reporter, luminescence, 24 h | AID 1745845 | Potency, µM (doses to about 57 µM), without a hit: at the top dose activity change, negative = inhibition, usual class: inhibitors; note: potency is the fitted concentration of half-maximal effect; % is set by controls: 0 for no effect and ±100 for the full control effect; nearly all actives have a fitted effect of over 55% in size
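ATXN2-luciferase reporter cells (luciferase flanked by upstream and downstream ATXN2 gene portions) were treated 24 h at 37 °C with compounds at up to 57 uM. SteadyGlo luminescence gave expression; GF-AFC fluorescence gave viability.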
S2 tox: cell viability loss in ATXN counter-screen; S2 cells (HEK-293 line with an ATXN2-luciferase reporter) viability, CellTiter-Fluor protease fluorescence, 24 h; Potency, µM (doses to about 56.7 µM), most hits filed as cytotoxic; 0.49% of 400,000 active; AID 651635; note: potency is the fitted concentration of half-maximal effect; nearly all actives have a fitted effect of over 40% in size
Nrf2 activator: Nrf2 pathway activation. Potency, µM (top dose mostly 46.1 µM), inactives show at the highest dose activation, actives largely listed as activators. AID 624171. AREc32 ARE-luciferase reporter (MCF7-derived line), luminescence, 24 h. 0.31% of 410,000 active; note: potency is the fitted concentration of half-maximal effect; % of control where 0% means no effect; nearly all actives have a fitted effect of over 65% in size
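Luciferase luminescence (Steady-Glo, 30 min at room temperature) served as the read-out of ARE activation in AREc32 cells treated with compounds for 24 hr at 37 deg C.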
EPAC2 ag: activates human EPAC2 exchange factor. Q8WZA2. EPAC2 activation, biochemical qHTS; response scale: 100% = 6.5 mM cAMP response. Potency, µM (doses to about 154 µM), without a hit: top-dose activation, usual class: activators. 0.079% of 360,000 active. AID 720711; note: potency is the fitted concentration of half-maximal effect; nearly all actives have a fitted effect of over 50% in size
Target sequence (Q8WZA2 whole entry, looked up): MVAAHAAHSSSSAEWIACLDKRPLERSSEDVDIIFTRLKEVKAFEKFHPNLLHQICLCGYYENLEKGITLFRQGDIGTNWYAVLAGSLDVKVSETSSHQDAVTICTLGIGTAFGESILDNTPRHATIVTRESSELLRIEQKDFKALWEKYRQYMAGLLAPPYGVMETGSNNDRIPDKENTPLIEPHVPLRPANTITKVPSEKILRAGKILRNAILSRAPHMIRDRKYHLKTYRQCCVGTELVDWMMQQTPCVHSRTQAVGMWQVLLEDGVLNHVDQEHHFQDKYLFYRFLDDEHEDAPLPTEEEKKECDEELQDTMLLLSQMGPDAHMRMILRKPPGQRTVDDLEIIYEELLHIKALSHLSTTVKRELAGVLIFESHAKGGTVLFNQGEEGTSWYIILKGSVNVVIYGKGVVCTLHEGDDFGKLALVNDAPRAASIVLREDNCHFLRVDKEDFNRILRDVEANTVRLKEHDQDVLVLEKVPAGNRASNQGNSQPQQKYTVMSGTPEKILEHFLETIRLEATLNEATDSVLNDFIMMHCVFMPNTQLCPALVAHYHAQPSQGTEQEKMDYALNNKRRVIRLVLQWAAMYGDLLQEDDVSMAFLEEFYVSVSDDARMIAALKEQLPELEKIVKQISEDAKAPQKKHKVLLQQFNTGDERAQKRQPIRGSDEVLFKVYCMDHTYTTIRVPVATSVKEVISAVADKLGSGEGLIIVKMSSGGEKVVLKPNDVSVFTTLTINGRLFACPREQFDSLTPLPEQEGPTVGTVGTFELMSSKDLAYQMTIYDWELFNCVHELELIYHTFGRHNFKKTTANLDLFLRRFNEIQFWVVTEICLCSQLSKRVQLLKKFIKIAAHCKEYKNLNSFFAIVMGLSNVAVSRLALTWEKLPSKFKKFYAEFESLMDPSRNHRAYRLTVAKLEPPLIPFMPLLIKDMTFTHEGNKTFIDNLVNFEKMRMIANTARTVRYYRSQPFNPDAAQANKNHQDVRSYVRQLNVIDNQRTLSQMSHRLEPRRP
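In this primary screen, activation is scored as increased exchange of BODIPY-GDP from Rap1B by 100 nM EPAC2, with 50 uM GDP as competitor. Signal is normalized to the 6.5 mM cAMP agonist control.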
IL2 activator: IL-2 activation; 0.065% of 360,000 active; IL-2 activation reporter assay, cell-based qHTS; stimulated with anti-CD3/CD4/CD28 beads; in transgenic mouse T cells; activation, % (series mostly up to about 46 µM); in the data active = activation above about 50%; inconclusive = mostly about 30% to 49%; note: 0% is about no effect
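Unstimulated transgenic mouse T cells, 750 per well, received compound and, after 60 minutes, anti-CD3/anti-CD4 bead plus anti-CD28 stimulation. EGFP and DsRed were quantified after 18 hours.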
HepG2 viability: HepG2 cytotoxicity, counter-screen for TGF-b inhibitors | HepG2 CAGA-GFP viability, ATP luminescence, 18 h | Potency, µM (titrated, usually from 46.1 µM), without a hit: at the highest dose activity change, negative = cytotoxicity, most hits filed as cytotoxic | 0.76% of 410,000 active | AID 588856; note: potency is the fitted concentration of half-maximal effect; some results filed as inactive show a strong effect at the top dose
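CellTiter-Glo luminescence gave cytotoxicity after 18 hours at 37 degrees C. The cells were HepG2 CAGA-GFP in 1% FBS DMEM, stimulated with 500 pg/mL TGF-beta after compound addition. %Activity was normalised to no-cell wells (complete cell-killing) and DMSO (no toxicity), and curves were fitted and classified.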
* = called active by the depositor; i = inactive; ? = inconclusive; . = no result given; [ ] = another dose, or the depositor's remark. Unless noted, calls come from the whole dose curve; as a rule, active = well fitted curve in the direction sought with a large enough effect; inconclusive = small, poorly fitted or top-dose-only effect, or another doubt; inactive = no such curve, though single readings can be large; an effect the other way counts as inactive or inconclusive.

entry	structure	EPAC2 ag	A549 viability	TGFb inhibitor	HepG2 viability	Nrf2 activator	ATXN2 expr inh	S2 tox	Nrf2 block	IL2 activator
1	CC1CC(=S)Nc2ccccc2S1 (stereo not drawn)	11%	-3%	1%	-5%	3.0%	7%	i	-6%	-1.9
2	Nc1c(/C=C2/C=CC(=O)C(O)=C2)c(=O)nc2sc(CC(=O)N3CCOCC3)nn12	9%	-10%	9%	4%	0.0%	12%	i	4%	-0.3
3	O=C(CNC(=O)Cc1ccc(Cl)cc1)NCc1ccco1	-5%	1%	0%	9%	2.2%	-10%	i	8%	1.1
4	CCc1cccc(C)c1NS(=O)(=O)c1ccc2c(c1)NC(=O)C(C)C(=O)N2 (stereo not drawn)	.	19%	-13%	-12%	0.1%	.	.	.	.
5	COc1cccc(CNc2nc(NCC3CC3)nc3ccsc23)c1	21%	.	?	-39%	-1.0%	?	?	.	-0.3
6	CN(C)c1ccc(-c2csc(C(O)(c3ccccc3)C(F)(F)F)n2)cc1 (stereo not drawn)	13%	.	?	16µM*	0.2%	13%	i	.	-0.6
7	O=C(O)CC1=C(Nc2ccccc2)C(=O)N(c2ccccc2)C1c1ccc(Br)cc1 (stereo not drawn)	6%	-9%	-10%	1%	0.7%	16%	i	-21%	0.4
8	CCOc1c(Cl)cc(CNCC(C)C)cc1Cl	-2%	10%	16%	3%	0.5%	-5%	i	-6%	-0.3
9	CC(=O)c1ccc(NS(=O)(=O)c2ccc(-n3cccn3)cc2)cc1	.	10%	-2%	-2%	0.0%	10%	i	-38%	.
10	CCCCN=C1C([N+](=O)[O-])=CC=C2C1=NC1(CCCCC1)N2O	-7%	13%	2%	-29%	0.4%	-12%	i	3%	-0.5
11	CCOC(=O)C1CCCN(c2c(N3CCC(N4CCCCC4)CC3)c(=O)c2=O)C1 (stereo not drawn)	-6%	9%	-16%	-21%	3.9%	-4%	i	0%	-1.9
12	O=C(CCNc1ccccc1)c1ccc2c(c1)OCO2	-1%	-5%	-7%	-27%	?	21%	i	?	-1.1
13	Cc1cccc(C(C)(C)C)c1OCCOCCN1CCCC1	3%	-2%	16%	-41%	0.3%	-23%	i	1%	0.1
14	C/C=C(/C)C(=O)Nc1cccc(C2=NOC3(C2)C[C@@H](C(N)=O)N(C(=O)CC(c2ccccc2)c2ccccc2)C3)c1 (stereo partly drawn)	1%	2%	?	1%	-0.8%	-35%	?	-16%	-0.2
15	Cc1nc2ncccn2c1-c1csc(NCc2ccco2)n1	6%	-13%	0%	-10%	23%	30%	i	?	2.9
16	CCn1nnc2cc(C(=O)Nc3ccc(Br)cc3F)ccc21	.	21%	-6%	1%	-0.4%	12%	i	18%	.
17	COc1ccc(N(CC(=O)NCCc2ccccc2)C(=O)c2csnn2)cc1OC	-8%	-3%	6%	6%	0.0%	5%	i	-5%	-2.3
18	C/C(=N\NC(=O)c1ccc(N2CCCC2=O)cc1)c1ccccc1	7%	3%	1%	2%	-0.1%	6%	i	?	0.9
19	Cc1ccc(NC(=O)Nc2ccc3c(c2)OCO3)nc1	3%	23%	-12%	-23%	5.0%	.	i	?	2.3
20	O=C1C=C(Nc2ccccc2C(=O)O)c2ccccc2C1=O	-1%	?	?	16µM*	-1.0%	8%	i	3%	-4.7
21	CCCC(=O)Nc1ccc(NC(=O)c2ccccn2)cn1	-2%	-2%	15%	-25%	-1.0%	-19%	i	?	-0.3
22	O=C(Nc1ccc(S(=O)(=O)N2CCCCC2c2cccnc2)cc1)c1ccc(F)cc1 (stereo not drawn)	.	0%	?	-47%	-2.1%	?	?	.	.
23	CN(C)S(=O)(=O)N1CCC(Oc2cccc(C(=O)NCCCC3CCCC3)c2)CC1	1%	-4%	?	-36%	2.3%	.	?	?	-1.2
24	CCS(=O)(=O)c1ccc2oc(SCC(=O)NC34CC5CC(CC(C5)C3)C4)nc2c1	11%	-2%	-25%	-13%	4.6%	1%	i	?	-2.9

Three entries from above, in transposed form.
#17 COc1ccc(N(CC(=O)NCCc2ccccc2)C(=O)c2csnn2)cc1OC
#18 C/C(=N\NC(=O)c1ccc(N2CCCC2=O)cc1)c1ccccc1
#19 Cc1ccc(NC(=O)Nc2ccc3c(c2)OCO3)nc1
Screen / compound no.,17,18,19
EPAC2 ag,-8%,7%,3%
A549 viability,-3%,3%,23%
TGFb inhibitor,6%,1%,-12%
HepG2 viability,6%,2%,-23%
Nrf2 activator,0.0%,-0.1%,5.0%
ATXN2 expr inh,5%,6%,.
S2 tox,i,i,i
Nrf2 block,-5%,?,?
IL2 activator,-2.3,0.9,2.3

Further results.
entry	structure	EPAC2 ag	A549 viability	TGFb inhibitor	HepG2 viability	Nrf2 activator	ATXN2 expr inh	S2 tox	Nrf2 block	IL2 activator
25	CN1CCC(=NNC(=O)COc2ccc(Cl)cc2)CC1	1%	2%	-1%	-13%	2.2%	25%	i	?	0.0
26	O=S(=O)(c1ccc(Cl)c(Cl)c1)N1CCc2nc3ccccc3n2CC1	1%	3%	1%	3%	-0.8%	3%	?	1%	0.7
27	CCSc1nc2ccccc2n1CC(=O)O	-1%	-1%	-12%	-11%	0.0%	-8%	i	2%	-1.4
28	O=C(COC(=O)C1CC1)NCc1ccccc1Cl	8%	0%	2%	-8%	0.4%	4%	i	-6%	-1.9
29	Cc1ccccc1N1CCN(C(=O)c2cc(C3CC3)nn2-c2ccccc2)CC1	11%	0%	?	-1%	0.0%	.	i	-5%	-0.4
30	COc1ccc(CC(=O)Nc2cc(F)ccc2F)cc1S(=O)(=O)N1CCOCC1	8%	.	0%	-10%	-0.4%	.	i	.	-2.6
31	OCC1(CCOc2ccccc2)CCN(Cc2cc(Cl)ccc2O)CC1	2%	4%	7%	-8%	5.1%	-19%	i	36%	-0.3
32	CCCn1c(SCC(=O)N(CC)CC)nnc1-c1ccncc1	3%	11%	3%	5%	0.4%	6%	i	-4%	-1.2
33	CCOc1c2ccc(C(=O)NCCCCc3ccccc3)cc2nn1C	10%	-1%	-4%	-16%	-0.3%	-4%	i	1%	0.6
34	O=C(CSc1nc(-c2ccco2)cc(C(F)(F)F)n1)Nc1cccnc1	3%	-16%	-1%	-15%	0.1%	-23%	i	-26%	-2.0
35	Cc1ccc(NC(=S)NCc2ccc(F)cc2)c(C)c1	2%	8%	-11%	-29%	0.4%	1%	i	-7%	1.4
36	CCOCCOC(=O)C1=C(C)NC(=O)NC1c1ccc2c(c1)OCO2 (stereo not drawn)	11%	5%	-7%	0%	0.2%	5%	i	-4%	-0.2
37	Cc1ccc(N2CCN(S(=O)(=O)c3cccs3)CC2C)cc1 (stereo not drawn)	12%	-1%	0%	-27%	-0.1%	-21%	i	?	-1.4
38	Fc1ccc(-c2cn3cc(C(F)(F)F)cc(Cl)c3n2)cc1	2%	-4%	0%	-17%	19%	87%[activator]	i	?	-2.8
39	Cc1ccc(S(=O)(=O)NC(CC(=O)N2CCc3ccccc32)c2ccco2)cc1 (stereo not drawn)	11%	-2%	-5%	-20%	5.7%	0%	i	.	0.8
40	O=C(NN1C(=O)NC2(CCCCC2)C1=O)c1cccs1	-2%	19%	0%	-37%	0.0%	-17%	i	12%	0.2
41	Oc1ccc(N2Cc3ccccc3C2)cc1	2%	-6%	3%	2%	8.9%	8%	i	?	0.5
42	O=[N+]([O-])c1ccc(Cc2ccccn2)cc1	5%	7%	0%	7%	-0.7%	1%	i	-5%	0.2
43	CCc1nnc(SCC(=O)Nc2ccc(NC(C)=O)cc2)n1-n1cccc1	4%	6%	10%	3%	-0.4%	5%	i	3%	0.5
44	CC(C)=C(C)c1cc2nc(NCCCN(C)C)n(C)c(=O)c2s1	10%	.	36%	-15%	0.3%	-5%	i	.	-0.1
45	COc1ccc(OC)c2c1sc(=NC(=O)c1ccco1)n2C	-7%	0%	8%	2%	?	22%	i	2%	-3.9
46	CCOc1ccc(NS(=O)(=O)c2ccc3[nH]c(=O)[nH]c3c2)cc1	-2%	2%	2%	-4%	2.6%[9.22 µM]	-14%	i	-19%	-2.2
47	COCCCn1c(=O)c2sccc2n2c(CCCC(=O)NCc3ccc(OC)cc3)nnc12	4%	0%	18%	-9%	-0.5%	-4%	i	-8%	-1.3
48	COCCCNc1oc(/C=C/c2ccccc2)nc1C#N	1%	1%	13%	-3%	0.3%	54%[activator]	i	?	-1.1
49	O=C1NCCN1Cc1ccc(F)cc1	-1%	6%	48%[activator]	9%	-0.3%	-4%	i	.	2.1
50	CC1(C)SC[C@H](C(=O)Nc2cccc(Cl)c2)N1C=O	8%	7%	19%	-1%	-0.2%	-2%	i	-4%	-4.1
51	COc1ccc(C(C)=O)cc1COC(=O)c1cccnc1Cl	15%	-5%	6%	-7%	2.7%	2%	i	-12%	2.0
52	Cc1nc2cc(-c3ccccc3)sc2c(=O)n1N	0%	0%	-13%	7.1µM*	-0.2%	0.89µM*	i	4.1µM*	-0.1
53	O=C1c2ccccc2C(=O)N1CCCc1nc(-c2ccccc2)no1	8%	-9%	2%	-12%	0.3%	9%	i	10%	-0.2
54	COc1ccc(-c2ccc(CCC(=O)O)n2CC(=O)Nc2cccc(C(F)(F)F)c2)cc1	.	1%	-7%	-9%	5.0%	-22%	i	-5%	.
55	c1cn(-c2ccc(-c3ccnc4ncnn34)cc2)cn1	7%	-1%	1%	0%	-0.4%	-4%	i	?	-0.4
56	COc1cccc(-c2cc3nc(-c4ccccc4)cc(N4CCN(C(=O)c5ccoc5)CC4)n3n2)c1	12%	.	-30%	-28%	-1.6%	?	?	.	-2.6
57	COC(=O)COc1ccc2c(c1C)O/C(=C\c1ccco1)C2=O	0%	-19%	-2%	-16%	0.9%	-9%	i	8%	1.2
58	CC1(C)CC(=O)C=C(NNC(=O)OC(C)(C)C)C1	2%	1%	-3%	-2%	0.1%	-4%	i	-4%	-0.8
